TDP1 cell noCPT – qHTS for Inhibitors of human tyrosyl-DNA phosphodiesterase 1 (TDP1): qHTS in cells in absence of CPT; hit rate 15% among 420,000; DT40 Tdp1-/- hTDP1 cells, no CPT, ATP luminescence, 48 h; Potency, µM (top dose mostly 46.2 µM), without a hit: at the highest dose activity change, negative = growth inhibition, most hits filed as inhibitors; also: nearly all actives have a fitted effect of over 55% in size
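Chicken DT40 Tdp1-/- cells complemented with human TDP1, screened without camptothecin (DMSO vehicle only), 400 cells/well. Compounds pin-transferred, cells incubated at 37 °C for at least 48 hr. Growth read as ATP-dependent luminescence (CellTiter-Glo, 30 min at RT).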
DT40 TDP1 CPT – growth inhibition of DT40 Tdp1-/-;hTDP1 cells with camptothecin (screen for TDP1 inhibitors); Potency, µM (series often up to 46.2 µM), for the others: at the highest dose activity change, negative = growth inhibition, hits mostly inhibitors; hit rate 12% among 420,000; chicken DT40 Tdp1-/-;hTDP1 cells + 20 nM CPT, ATP luminescence, 48 h; AID 686979; also: nearly all actives have a fitted effect of over 55% in size
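Chicken DT40 Tdp1-/- cells complemented with human TDP1, 400 cells/well, exposed to compounds plus 20 nM camptothecin for at least 48 h at 37 C; viability read as ATP content by CellTiter-Glo luminescence.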
GCN5L2 inh – inhibitors of human GCN5L2 histone acetyltransferase; GCN5L2 HAT assay, ThioGlo1 CoA-SH fluorescence; AID 504327; Potency, µM (top dose mostly 58.9 µM), inactives show at the top dose activity change, negative = inhibition, usual class: inhibitors; hit rate 0.21% among 390,000; Q92830
Target sequence (Q92830 whole entry, looked up): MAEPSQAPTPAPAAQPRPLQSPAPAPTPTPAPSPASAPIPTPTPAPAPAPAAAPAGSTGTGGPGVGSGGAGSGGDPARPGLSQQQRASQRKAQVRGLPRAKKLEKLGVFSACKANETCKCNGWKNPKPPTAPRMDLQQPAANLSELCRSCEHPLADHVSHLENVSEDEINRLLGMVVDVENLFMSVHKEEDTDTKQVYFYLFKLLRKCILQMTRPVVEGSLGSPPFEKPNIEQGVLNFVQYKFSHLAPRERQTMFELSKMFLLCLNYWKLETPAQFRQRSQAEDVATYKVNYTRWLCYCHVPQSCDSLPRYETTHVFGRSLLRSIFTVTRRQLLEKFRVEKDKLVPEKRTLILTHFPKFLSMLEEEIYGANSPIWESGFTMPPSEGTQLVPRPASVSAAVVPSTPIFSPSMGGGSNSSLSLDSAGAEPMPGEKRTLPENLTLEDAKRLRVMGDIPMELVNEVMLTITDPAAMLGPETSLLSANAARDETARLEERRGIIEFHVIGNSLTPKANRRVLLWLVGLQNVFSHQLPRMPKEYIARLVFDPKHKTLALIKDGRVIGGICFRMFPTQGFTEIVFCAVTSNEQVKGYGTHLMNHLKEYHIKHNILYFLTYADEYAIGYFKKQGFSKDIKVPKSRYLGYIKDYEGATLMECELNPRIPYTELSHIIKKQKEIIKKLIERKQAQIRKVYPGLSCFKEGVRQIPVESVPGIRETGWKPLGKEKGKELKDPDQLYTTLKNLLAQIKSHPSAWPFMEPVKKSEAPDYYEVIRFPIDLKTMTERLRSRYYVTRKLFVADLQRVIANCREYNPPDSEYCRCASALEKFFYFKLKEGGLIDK
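Titration-based screen in which CoA formation is detected via maleimide probe ThioGlo1 (50uM) turning fluorescent on thiol reaction; substrates H3(1-25) 75uM and acetyl-CoA 70uM, GCN5L2 20nM, 20 min incubation at room temperature.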
An asterisk follows results filed as active; & = joins results of further samples; [ ] = remark or other dose. Calls follow the shape of the dose curve; as a rule, active = well fitted curve in the direction sought with a large enough effect; inconclusive = small, poorly fitted or top-dose-only effect, or another doubt; inactive = no such curve, though single readings can be large; an effect the other way counts as inactive or inconclusive. % is scaled to controls: 0 for no effect and ±100 for the full control effect; potency is read from the fitted curve at half-maximal effect. Some of the compounds tested (hit frequency here may not be typical).

How did Cc1occc1-c1nnc(SCC(=O)Nc2ccccc2-c2ccccc2)n1C do in these assays?
TDP1 cell noCPT: 16µM*; DT40 TDP1 CPT: inconclusive; GCN5L2 inh: -3%

How did COc1ccc(/C=C(\NC(=O)c2ccc(C)cc2)C(=O)N2CCCCC2)cc1 do in these assays?
TDP1 cell noCPT: 1%; DT40 TDP1 CPT: 0%; GCN5L2 inh: 20%

Results for Cc1ccc(Nc2c3c(nc4nncn24)CCC3)cc1C ?
TDP1 cell noCPT: 16µM*; DT40 TDP1 CPT: inconclusive; GCN5L2 inh: -1%

What do the screens show for `CC(Oc1ccc(Cl)cc1Cl)C(=O)NNC(=O)[C@@H]1CCCC[C@@H]1C(=O)O` (stereo partly specified)?
TDP1 cell noCPT: inconclusive; DT40 TDP1 CPT: inconclusive; GCN5L2 inh: -8%

What do the screens show for `CCOC(=O)CNC(=O)N(C)[C@H]1C[C@H]2c3[nH]c4ccccc4c3CCN2C[C@H]1[C@H](C)O`?
TDP1 cell noCPT: -13%; DT40 TDP1 CPT: -30%

What do the screens show for `COc1ccc2[nH]c3c(c2c1)CCN1C(=O)N([C@@H](C)C(=O)NCc2ccc(F)cc2)C(=O)[C@]31C`?
TDP1 cell noCPT: inconclusive; DT40 TDP1 CPT: -12%; GCN5L2 inh: inconclusive

How did Cc1ccc(NC(=O)CCN2C(=O)C3C4CCC(C4)C3C2=O)cc1[N+](=O)[O-] (stereo unspecified) do in these assays?
TDP1 cell noCPT: -1%; DT40 TDP1 CPT: 4%; GCN5L2 inh: 2%

Results for COC(=O)CON1C(=O)c2ccccc2C1=O ?
TDP1 cell noCPT: -11%; DT40 TDP1 CPT: -27%; GCN5L2 inh: -11%

How did CCC1CN(C(=O)N2CCC(C(=O)NCc3cccc(F)c3)CC2)c2cc(C)ccc2O1 (stereo unspecified) do in these assays?
TDP1 cell noCPT: 16µM*; DT40 TDP1 CPT: 21µM*; GCN5L2 inh: -11%

Results for COc1ccc(-n2c(=O)c3c(C)c(C)sc3n(Cc3ccc(F)cc3)c2=O)c(OC)c1 ?
TDP1 cell noCPT: 13µM*; DT40 TDP1 CPT: 3%&-7%; GCN5L2 inh: -10%&-10%

What do the screens show for `CC1(C)C(=O)N(CC(=O)Nc2cccc(F)c2)c2ccc(S(=O)(=O)N3CCCCC3)cc21`?
TDP1 cell noCPT: inconclusive; DT40 TDP1 CPT: inconclusive; GCN5L2 inh: -4%

Results for Cc1c(C(=O)Nc2ccccc2)csc1-c1ccccc1 ?
TDP1 cell noCPT: inconclusive; DT40 TDP1 CPT: -19%; GCN5L2 inh: 4%

Results for CC(C)(C)OC(=O)N1CCC(NC(=O)c2nc[nH]c2C(=O)N2CCN(C(=O)OC(C)(C)C)CC2)CC1 ?
TDP1 cell noCPT: -22%; DT40 TDP1 CPT: -7%; GCN5L2 inh: 2%

Results for CCNC(=O)C1(C)CCCN1C(=O)c1c(F)cccc1F (stereo unspecified) ?
TDP1 cell noCPT: -13%; DT40 TDP1 CPT: -30%

What do the screens show for `O=S(=O)(c1ccc(Br)s1)n1cccn1`?
TDP1 cell noCPT: -4%; DT40 TDP1 CPT: -12%; GCN5L2 inh: -9%

How did O=C(Nc1ncc2c(n1)-c1ccccc1OC2)c1cccc([N+](=O)[O-])c1 do in these assays?
TDP1 cell noCPT: inconclusive; DT40 TDP1 CPT: -7%; GCN5L2 inh: -11%

Results for CCOc1ccc(NC(=O)CCc2c(C)nn(-c3ccc(N4CCCCC4)nn3)c2C)cc1 ?
TDP1 cell noCPT: inconclusive; DT40 TDP1 CPT: inconclusive; GCN5L2 inh: -20%

How did Cc1ccc(-c2nn[nH]n2)cc1 do in these assays?
TDP1 cell noCPT: inconclusive; DT40 TDP1 CPT: -2%; GCN5L2 inh: -23%

Results for CCOC(=O)CC(c1ccc(N)cc1)n1c(C)ccc1C (stereo unspecified) ?
TDP1 cell noCPT: inconclusive; DT40 TDP1 CPT: inconclusive; GCN5L2 inh: -5%

How did Cc1cccc(N(Cc2ccccc2)C(=O)c2cc(S(=O)(=O)N3CCOCC3)ccc2Cl)c1 do in these assays?
TDP1 cell noCPT: 15µM*; DT40 TDP1 CPT: 15µM*; GCN5L2 inh: -10%

Sorted by number of heavy atoms (smallest number first): part of the list above
How did Cc1ccc(-c2nn[nH]n2)cc1 do in these assays?
TDP1 cell noCPT: inconclusive; DT40 TDP1 CPT: -2%; GCN5L2 inh: -23%

Results for CCOC(=O)CC(c1ccc(N)cc1)n1c(C)ccc1C (stereo unspecified) ?
TDP1 cell noCPT: inconclusive; DT40 TDP1 CPT: inconclusive; GCN5L2 inh: -5%

How did Cc1occc1-c1nnc(SCC(=O)Nc2ccccc2-c2ccccc2)n1C do in these assays?
TDP1 cell noCPT: 16µM*; DT40 TDP1 CPT: inconclusive; GCN5L2 inh: -3%

What do the screens show for `COc1ccc2[nH]c3c(c2c1)CCN1C(=O)N([C@@H](C)C(=O)NCc2ccc(F)cc2)C(=O)[C@]31C`?
TDP1 cell noCPT: inconclusive; DT40 TDP1 CPT: -12%; GCN5L2 inh: inconclusive

Results for CC(C)(C)OC(=O)N1CCC(NC(=O)c2nc[nH]c2C(=O)N2CCN(C(=O)OC(C)(C)C)CC2)CC1 ?
TDP1 cell noCPT: -22%; DT40 TDP1 CPT: -7%; GCN5L2 inh: 2%

The list continues:
How did O=C(C1CCCN1S(=O)(=O)c1ccc(Cl)c(Cl)c1)N1CCOCC1 (stereo unspecified) do in these assays?
TDP1 cell noCPT: -13%; DT40 TDP1 CPT: -16%; GCN5L2 inh: 1%

How did CC(=O)Nc1ccc(S(=O)(=O)N(CCCN2CCOCC2)Cc2cccs2)cc1 do in these assays?
TDP1 cell noCPT: -4%; DT40 TDP1 CPT: -3%; GCN5L2 inh: -5%

How did COCCn1c(SCc2ccc(C(=O)OC)o2)nnc1-c1c[nH]c2ccccc12 do in these assays?
TDP1 cell noCPT: inconclusive; DT40 TDP1 CPT: -20%; GCN5L2 inh: -3%

Results for O=C(Nc1nccs1)c1cc(Cl)ccc1[N+](=O)[O-] ?
TDP1 cell noCPT: -7%; DT40 TDP1 CPT: 0%; GCN5L2 inh: -2%

How did NS(=O)(=O)c1ccc(NC(=O)COC(=O)CSc2n[nH]c(-c3ccccc3)n2)cc1 do in these assays?
TDP1 cell noCPT: 2%; DT40 TDP1 CPT: -5%; GCN5L2 inh: -4%

Results for Cc1ccc(NC(=S)N2CCC(NC(=O)C3CCCCC3)CC2)cc1C ?
TDP1 cell noCPT: -9%; DT40 TDP1 CPT: -21%; GCN5L2 inh: 0%

Results for CN(Cc1nc(-c2ccc(Cl)cc2)no1)C(=O)c1ccco1 ?
TDP1 cell noCPT: inconclusive; DT40 TDP1 CPT: -26%; GCN5L2 inh: -1%

What do the screens show for `CC(=O)Nc1ccc(Nc2ncnc3c2c(-c2ccccc2)cn3-c2ccc(C)c(Cl)c2)cc1`?
TDP1 cell noCPT: 8.2µM*; DT40 TDP1 CPT: 9.2µM*; GCN5L2 inh: -7%

How did CCOC(=O)C1=C(C)N(C)C(=S)N(C)C1c1ccc(OC)cc1 (stereo unspecified) do in these assays?
TDP1 cell noCPT: 2%; DT40 TDP1 CPT: 8%; GCN5L2 inh: -4%

How did Cc1cc(C)nc(N2CCN(c3ccc(F)cc3)CC2)n1 do in these assays?
TDP1 cell noCPT: 3%; DT40 TDP1 CPT: -20%; GCN5L2 inh: -3%

Results for CCC(C)Sc1nc2c(c(=O)[nH]c(=O)n2C)n1CC(O)COc1ccccc1C (stereo unspecified) ?
TDP1 cell noCPT: inconclusive; DT40 TDP1 CPT: -30%; GCN5L2 inh: -15%

What do the screens show for `O=C1c2oc3ccc(Cl)cc3c(=O)c2C(c2cccc(Br)c2)N1CCO` (stereo unspecified)?
TDP1 cell noCPT: inconclusive; DT40 TDP1 CPT: 26µM*; GCN5L2 inh: 2%

What do the screens show for `Cc1ccc(/C=N/NC(=O)NN(C)c2ncc(C(F)(F)F)cc2Cl)cc1`?
TDP1 cell noCPT: inconclusive; DT40 TDP1 CPT: -24%; GCN5L2 inh: 4%

What do the screens show for `COc1ccccc1CNC(=O)CC1Sc2ccccc2NC1=O` (stereo unspecified)?
TDP1 cell noCPT: -5%; DT40 TDP1 CPT: 6%; GCN5L2 inh: -1%

Results for CC1(C)NC(=O)N(CC(O)CN2C(=O)NC(C)(C)C2=O)C1=O ?
TDP1 cell noCPT: 3%; DT40 TDP1 CPT: -3%; GCN5L2 inh: -2%

What do the screens show for `CC(C)(C)c1ccc(S(=O)(=O)NC(=O)C2(C)CCN2C(=O)Cc2cccc3ccccc23)cc1` (stereo unspecified)?
TDP1 cell noCPT: 4%; DT40 TDP1 CPT: 5%

What do the screens show for `O=C(O)c1cc(-c2ccc3c(c2)OCCO3)n[nH]1`?
TDP1 cell noCPT: 11%; DT40 TDP1 CPT: 16%; GCN5L2 inh: 1%

How did O=[N+]([O-])c1cc(C(F)(F)F)ccc1NCCOc1ccccc1 do in these assays?
TDP1 cell noCPT: -20%; DT40 TDP1 CPT: -12%; GCN5L2 inh: -5%

What do the screens show for `Cc1ccc(S(=O)(=O)CC(=O)NCc2ccc(Cl)cc2)cc1`?
TDP1 cell noCPT: 8%; DT40 TDP1 CPT: 0%; GCN5L2 inh: -3%

Results for Cc1ccc(-c2nnc(NC3CCCC3)s2)cc1 ?
TDP1 cell noCPT: inconclusive; DT40 TDP1 CPT: -9%; GCN5L2 inh: 0%

Results for Cc1cc(C)n2nc3nc(N4CCCCC4)nc(-c4ccco4)c3c2n1 ?
TDP1 cell noCPT: 21µM*; DT40 TDP1 CPT: 15µM*; GCN5L2 inh: -8%

How did CCC(C)(C)n1nnnc1C(c1cc2ccc(OC)cc2[nH]c1=O)N1CCCCC1 (stereo unspecified) do in these assays?
TDP1 cell noCPT: inconclusive; DT40 TDP1 CPT: inconclusive; GCN5L2 inh: -9%[0.501 µM]

Results for COc1ccc(Cc2nc3ccc(C(=O)N4CCN(C)C(C)C4)cc3o2)cc1OC (stereo unspecified) ?
TDP1 cell noCPT: 18µM*; DT40 TDP1 CPT: inconclusive; GCN5L2 inh: -14%

How did Cc1ccc2[nH]cc(S(=O)(=O)c3ccc(C)c(C)c3)c(=O)c2c1 do in these assays?
TDP1 cell noCPT: inconclusive; DT40 TDP1 CPT: inconclusive; GCN5L2 inh: -2%&1%

What do the screens show for `Brc1ccc(CN2CCc3nc(N4CCN(c5ncccn5)CC4)ncc3C2)cc1`?
TDP1 cell noCPT: inconclusive; DT40 TDP1 CPT: inconclusive; GCN5L2 inh: -3%

How did CC(C)CN1CCN(Cc2cc(F)ccc2-n2cccn2)CC1CCO (stereo unspecified) do in these assays?
TDP1 cell noCPT: 0%; DT40 TDP1 CPT: -4%; GCN5L2 inh: -2%

How did Cn1c(=O)c2cc(S(=O)(=O)NCCC(=O)NCC3CCCO3)ccc2n(C)c1=O (stereo unspecified) do in these assays?
TDP1 cell noCPT: -8%; DT40 TDP1 CPT: 0%; GCN5L2 inh: -12%

Results for C=CCc1cccc2cc(C(=O)NCCOC)c(=O)oc12 ?
TDP1 cell noCPT: -7%; DT40 TDP1 CPT: 7%; GCN5L2 inh: 0%

Results for CCC(NC(=O)Nc1cc(Cl)ccc1OC)c1c(-n2cccc2)sc2c1CCN(C)C2 (stereo unspecified) ?
TDP1 cell noCPT: inconclusive; DT40 TDP1 CPT: inconclusive; GCN5L2 inh: 1%

How did CN(C)CCCN(C(=O)CCc1ccccc1)c1nc2c(F)cccc2s1 do in these assays?
TDP1 cell noCPT: inconclusive; DT40 TDP1 CPT: inconclusive; GCN5L2 inh: -5%

How did Cc1ccc(C2Nc3ccccc3-n3c(-c4ccccc4)c4c(=O)n(C)c(=O)n(C)c4c32)cc1 (stereo unspecified) do in these assays?
TDP1 cell noCPT: inconclusive; DT40 TDP1 CPT: inconclusive; GCN5L2 inh: -9%

Results for Cc1cccc(NC(=O)c2cc(S(=O)(=O)N(C)c3ccc(F)cc3)ccc2Cl)n1 ?
TDP1 cell noCPT: 8.2µM*; DT40 TDP1 CPT: inconclusive; GCN5L2 inh: -25%

Results for CCn1cc(C(=O)NCC(OC)OC)c(=O)c2cc(S(=O)(=O)N3CCC(C)CC3)ccc21 ?
TDP1 cell noCPT: 10µM*; DT40 TDP1 CPT: inconclusive; GCN5L2 inh: 4%

Results for Cc1cnc(CN(C)C(=O)CC2C(=O)NCCN2Cc2cccc(F)c2F)[nH]1 (stereo unspecified) ?
TDP1 cell noCPT: -2%; DT40 TDP1 CPT: 3%; GCN5L2 inh: inconclusive

Screening data: PubChem, National Center for Advancing Translational Sciences (NCATS)
